# Screening results (PubChem BioAssay)
# Tb MetRS inh – Trypanosoma brucei MetRS inhibition | purified T. brucei MetRS, ATP depletion, Kinase-Glo luminescence | inhibition, % at 11.9 µM | 360,000 tested, 0.4% active | AID 624268;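 active = inhibition above a per-plate cutoff of the control wells' mean inhibition plus 3 SD, cut at about 5.5% in these data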;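 note: 0% = DMSO wells median and 100% = median of wells with control inhibitor compound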
#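 Test system – parasite MetRS enzyme · Reagent – substrates ATP, L-methionine and bulk Escherichia coli tRNA · Doses – 11.9 µM compound single dose, 0.9% DMSO · Times – 15 min enzyme-compound preincubation, 2 h reaction, 10 min detection, 25 °C · Signal – Kinase-Glo luminescence, ATP depletion format · Controls – DMSO-only wells as low control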
# SUMO1 PPI mod – SUMO1-SIM interaction modulation. inhibition, % at 20 µM. P63165. 360,000 tested, 0.33% active. SUMO1 binding to a labelled peptide, TR-FRET, 1 h; in the data active = inhibition above about 37%
# Target sequence (P63165 whole entry, looked up): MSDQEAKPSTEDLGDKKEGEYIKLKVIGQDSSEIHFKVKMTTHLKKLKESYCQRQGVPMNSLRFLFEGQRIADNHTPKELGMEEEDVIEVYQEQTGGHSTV
# DNMT1 block – DNMT1 (human) enzyme inhibition. DNMT1 molecular beacon, Hinp1I cleavage, fluorescence. inhibition (reported as % activation of signal), % at 10 µM. P26358. 360,000 tested, 0.83% active; in the data active = inhibition above about 50%
# LMPTP inh – blocks human LMPTP phosphatase | P24666 | recombinant LMPTP-A, OMFP fluorogenic substrate, fluorescence intensity | inhibition, % at 20 µM | 360,000 tested, 0.22% active | AID 651560;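 active = compounds that cut the enzyme signal by at least half of the control window in the single-dose screen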;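 note: plate controls were DMSO wells with enzyme plus substrate for no effect and substrate without enzyme for full effect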
# Target sequence (P24666 whole entry, looked up): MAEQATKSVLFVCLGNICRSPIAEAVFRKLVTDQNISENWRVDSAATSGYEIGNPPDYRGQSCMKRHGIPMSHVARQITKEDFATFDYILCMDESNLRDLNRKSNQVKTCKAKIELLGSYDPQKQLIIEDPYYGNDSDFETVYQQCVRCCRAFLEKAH
#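 Test system: LMPTP-A phosphatase enzyme; input: 0.625 nM LMPTP-A final; reagent: OMFP substrate, 400 µM final; compound dosing: 20 µM single dose, 3% DMSO; incubation: 50 min dark incubation at room temperature; measured by: endpoint fluorescence intensity from OMFP dephosphorylation; measure: % inhibition relative to no-enzyme and uninhibited control wells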
# Scp-1 inhibitor – blocks human Scp-1 phosphatase activity | Q9GZU7 | Recombinant Scp1, phosphopeptide, malachite green phosphate absorbance | inhibition, % at 20 µM | 340,000 tested, 0.88% active | AID 493091;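 active = inhibition above about 50% at 20 µM, limit read from the data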;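 note: plate controls were DMSO wells with enzyme for no effect and wells lacking enzyme for full effect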
# Target sequence (Q9GZU7 76-261 limits assumed): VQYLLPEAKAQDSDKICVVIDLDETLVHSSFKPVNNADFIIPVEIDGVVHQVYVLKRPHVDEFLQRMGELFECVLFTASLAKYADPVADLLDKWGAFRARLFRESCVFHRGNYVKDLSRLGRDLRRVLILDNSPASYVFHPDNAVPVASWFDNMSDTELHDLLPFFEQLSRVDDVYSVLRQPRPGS
#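 Times: enzyme reaction 45 min at room temperature, colour 5 min, stabilisation 30 min. Material: SCP-1 catalytic fragment, aa 76-261. Medium: Acidic Tris acetate buffer with magnesium and detergent. Signal: colorimetric free-phosphate detection, absorbance 630 nm. Read-out basis: % inhibition of SCP-1 phosphate liberation. Reagent: Phosphorylated 17-residue peptide substrate.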
# STEP inh – blocks human striatal-enriched tyrosine phosphatase; recombinant STEP, OMFP fluorogenic substrate, fluorescence; inhibition, % at 20 µM; 360,000 tested, 0.25% active; AID 588621;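 active = inhibition at 20 µM, scaled per plate between control wells, above about 37%, limit read from the data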;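 note: 0% = DMSO with enzyme and substrate and 100% = substrate only without enzyme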
# Target sequence (P54829 whole entry, looked up): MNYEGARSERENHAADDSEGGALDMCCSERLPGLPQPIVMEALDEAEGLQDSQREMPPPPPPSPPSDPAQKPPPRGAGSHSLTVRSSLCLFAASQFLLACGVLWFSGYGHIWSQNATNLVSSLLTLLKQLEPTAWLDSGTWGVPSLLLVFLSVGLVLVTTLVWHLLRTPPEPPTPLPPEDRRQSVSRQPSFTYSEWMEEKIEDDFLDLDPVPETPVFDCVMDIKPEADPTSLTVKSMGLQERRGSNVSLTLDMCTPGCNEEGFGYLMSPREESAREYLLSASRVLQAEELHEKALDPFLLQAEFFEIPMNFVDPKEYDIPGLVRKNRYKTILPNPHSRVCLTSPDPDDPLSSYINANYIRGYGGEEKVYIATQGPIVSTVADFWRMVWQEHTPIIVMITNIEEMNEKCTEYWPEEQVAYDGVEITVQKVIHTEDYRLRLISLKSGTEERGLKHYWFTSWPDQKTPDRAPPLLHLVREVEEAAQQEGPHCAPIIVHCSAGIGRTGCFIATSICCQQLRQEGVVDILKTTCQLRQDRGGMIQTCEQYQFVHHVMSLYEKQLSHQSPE
#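 Measure: Control-normalized % inhibition with plate pattern correction | Test system: STEP phosphatase, cell-free reaction | Medium: pH 6.0 Bis-Tris with DTT and Tween 20 | Technique: Fluorescence, 480/540 nm | Times: Reaction 20 min, ambient temperature | Doses: Single compound dose of 20 µM, 1% DMSO final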
# SKN-1 inh – inhibitors of C. elegans SKN-1 | 360,000 tested, 0.49% active | inhibition, % at 21.8 µM | C. elegans VP596 Pgst-4::GFP/RFP ratio, acrylamide-induced, 24 h;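 active = interference check ratio from 0.5 to 1.5 plus GFP to RFP signal ratio inhibition reaching or exceeding a fixed threshold, cut at about 30% in these data, passing the limit was not always enough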; note: some compounds called inactive have numbers as strong as hits
# NRP1-CendR mod – NRP-1/CendR interaction modulation. FAM-RPARPAR peptide binding to NRP-1, fluorescence polarization. inhibition, % at 25 µM. 360,000 tested, 0.85% active. AID 602438;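 active = inhibition or corrected inhibition above about 18%, plus a signal ratio from 0.5 to 1.5, limit read from the data, passing the limit was not always enough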; note: strong numbers were not always called active
# Neddylation inh – inhibitors of human cullin neddylation. P61081+Q13564. TR-FRET cullin neddylation, biochemical. calls only at 25 µM. 360,000 tested, 0.58% active. AID 651699; in the data active = inhibition above about 36%
# NadD block – blocks S. aureus nicotinate mononucleotide adenylyltransferase; purified NadD enzyme, colorimetric absorbance read-out; inhibition, % at 20 µM; 360,000 tested, 0.78% active; AID 602399; in the data active = inhibition above about 26%; note: some compounds past the cut are filed as inactive
# Starred values were filed as active, the others as inactive; i = inactive; nt = no result given; + = active, no number; & = joins results of further samples.
SMILES,Tb MetRS inh,SUMO1 PPI mod,DNMT1 block,LMPTP inh,Scp-1 inhibitor,STEP inh,SKN-1 inh,NRP1-CendR mod,Neddylation inh,NadD block
CC(C)(C)OC(=O)C[C@@H]1C/C=C\C[C@H](CC(=O)N(CCO)Cc2ccccc2)C(=O)NCCOC1=O,-0.2,2,3,0.8,-11,-2,-5,-2,i,-4
C/C(=N\NC(=O)c1cc(C(C)C)[nH]n1)c1ccncc1,-0.9,-3,0,-0.3,-5,-2,-24,8,i,-7
Clc1cncc(Cl)c1N/N=C/c1ccccc1,0.8,0,-3,2.1,-7,-3,22,14,i,-3
Cc1ccc(C(=O)NC(=S)Nc2ccc(N3CCOCC3)cc2)cc1C,-0.6,2,-8,1.9,-2,6,14,8,i,0
Cc1occc1C(=O)Nc1nnc(-c2ccncc2)s1,-0.3,-2,3,-1.4,-4,8,15,-3,i,3
CC(C)(C)OC(=O)NCCCCC1=CC2=CC(=O)C(C)(O)C(=O)C2=CO1 (stereo unspecified),-0.2,3,38,-0.9,8,0,14,-4,i,24
CCOc1ccc2[nH]cc(C(=O)N3CCN(C4CCCCC4)CC3)c(=O)c2c1,-0.8,1,6,-0.7,-10,4,14,10,i,-5
COc1ccc(OCCSc2nnc(C)n2-c2ccccc2)cc1,-0.2,1,-2,1.1,-2,0,-22,-1,i,-3
CSCCC(NC(=O)c1cccc(S(=O)(=O)N2CCOCC2)c1)c1nc2ccccc2[nH]1 (stereo unspecified),0.9,-3,-4,0.0,-5,-1,-7,1,i,-1
COc1ccccc1NC(=O)c1ccc2nc(C)sc2c1,0.4,5,-2,-2.1,-8,0,21,5,i,-3
CN1CCN(c2ccc(NC(=O)CSc3nnnn3-c3ccccc3Cl)cc2)CC1,-0.6,-1,-1,-0.3,3,0,-16,-4,i,-1
CC(C)N(CCNS(=O)(=O)c1ccc(Cl)cc1)C(C)C,-0.3,2,3,0.3,-2,0,16,-3,i,2
O=c1cc(O)nc(SCc2ccccc2)n1-c1ccccc1,-0.5&0.1,-1&4,2&8,-0.1&-1.3,-7&-15,-1&6,-9&-7,-9&-6,i,-13&2
O=C(NCc1ccccc1)C(=O)Nc1nccs1,-0.8,0,2,-0.8,2,-1,-12,0,i,-3
Cc1cccc(Nc2nc(N)nc(CN3CCN(c4ccc(F)cc4)CC3)n2)c1,-1.4,-2,-4,-1.7,1,-2,-13,15,i,0
CCOc1ccc(CCNC(=O)COC(=O)CCc2cc(OC)c(OC)c(OC)c2)cc1OCC,-0.3,4,-2,-0.5,-6,-1,11,9,i,-4
CCN(CC(=O)NCc1cccs1)C(=O)c1cccc(S(=O)(=O)Nc2ccc(OC)cc2)c1,-0.1,0,1,-1.0,-2,1,14,6,i,-3
O=C(COC(=O)c1ccccc1OCc1ccccc1Cl)NCC1CCCO1 (stereo unspecified),0.0,-1,-5,0.3,-5,0,6,0,i,0
CCN(CC(=O)NCc1ccco1)S(=O)(=O)c1ccc(F)cc1,-1.0,1,2,-0.3,-5,-1,-2,-1,i,-7
CC(C)[C@H](NC(=O)c1cccc(CN(Cc2ccccc2)C(=O)/C=C/c2ccccc2)c1)C(=O)O,-0.6,-5,3,1.4,-3,0,6,-4,i,2
Cc1nn(Cc2ccc(Cl)c(Cl)c2)c(C)c1NC(=O)c1noc2c1CCCCC2,-1.2,-5,-12,1.8,-3,0,6,-10,i,-8
Cc1cccc(C(C)C)c1NC(=O)c1ccc(COc2ccc3c(C)cc(=O)oc3c2)cc1,-0.8,-9,-8,1.1,-10,3,1,-3,i,23
COCCN(CCOC)C(=O)C1CCN(c2ccc(S(=O)(=O)N3CCOCC3)cc2[N+](=O)[O-])CC1,-0.2,-103,-11,-10,-8,-1,-8,19,i,5
CCOc1ccc(OCC(=O)Nc2ccccc2N2CCCC2)cc1,-0.4,2,0,1.8,-6,0,10,1,i,-2
N=c1oc2ccc(Br)cc2cc1C(=O)NC1CCCCCC1,0.0,-4,1,0.0,7,-1,26,1,i,19
Cc1cc(NC(=O)CN2CCc3ccccc3C2)nc2c1c(=O)oc1ccccc12,-0.4,-37,-8,3.1,0,3,-6,-27,i,21
O=C(Cn1cnc([N+](=O)[O-])c1)NCc1ccc(F)cc1,-0.4,-2,-2,-0.4,-2,-2,-7,-1,i,-1
S=C(Nc1ccccc1Cl)N(CCN1CCCCC1)Cc1ccco1,0.0,-1,-3,-2.7,-5,-3,4,15,i,-4
Cc1cc(C)cc(OCC(=O)Nc2ccccc2N2CCCCC2)c1,0.1,3,5,5.9,-2,2,-13,11,i,18
CC(C)CC(=O)N1CCC(O)(CS(=O)(=O)Cc2ccccc2)CC1,0.3,3,2,-0.7,-7,-5,-4,-12,i,3
O=C(COC(=O)CNC(=O)C1CCCCC1)Nc1ccc(Br)cc1Br,-0.1,-3,4,-2.1,-10,-1,-15,3,i,-1
CCOC(=O)c1ccc2c(c1)n(CCCS(=O)(=O)[O-])c(/C=C/c1ccc(Cl)cc1)[n+]2CC,-0.6,-9,2,1.2,-6,-2,6,-19,i,1
COc1ccc(Cl)cc1NC(=O)CN(C)C(=O)Cc1ccc(-c2ccccc2)cc1,-0.1,-4,-26,5.4,-12,-4,16,-25,i,-3
Cc1ccc(S(=O)(=O)Nc2nc(C)c(NC(=O)OCCCl)s2)cc1,-0.6,5,-2,-2.1,-8,-2,14,-4,i,-10
CC(C)(Oc1ccc(F)cc1)C(=O)OCC(=O)c1ccc(S(C)(=O)=O)cc1,0.0,-2,-1,-0.5,-5,-1,-12,1,i,0
COc1ccc(CNC(=O)Nc2ccc(C)cc2C)cc1,-0.7,2,0,-1.0,-3,-2,-15,6,i,-7
CN(Cc1nc2ccccc2c(=O)[nH]1)Cc1nc2ccsc2c(=O)[nH]1,0.1,5,5,-1.8,-12,-3,9,-8,i,-1
COC(=O)[C@]1(CC(C)C)N[C@H](c2ccc(-c3ccccc3)cc2)[C@@H]2C(=O)N(C)C(=O)[C@@H]21,-0.4,6,-4,0.7,-3,2,8,8,i,-9
Cn1c(=O)[nH]c(=O)c2c1nc(CN1CCN(c3ccccc3F)CC1)n2CCCc1ccccc1,-0.4,4,-1,0.9,-5,-2,6,3,i,9
COc1ccc(NC(=O)C(Cc2ccccc2)n2cccc2)cc1 (stereo unspecified),0.3,-2,-1,-1.4,6,-2,11,9,i,-2
Cc1cc(OCc2cc(C(=O)N(C)CC3CCOCC3)no2)cc(C)c1Cl,-0.9,3,-1,1.2,-6,-2,7,9,i,-6
COC(=O)Cc1ccc(OC2(C)CCN(Cc3ccc(-c4ccccn4)cc3)C2)cc1 (stereo unspecified),-0.1,-6,1,-1.0,nt,0,7,4,i,0
CCc1ccc(N2CC(C(=O)NCC(C)(C)N3CCOCC3)CC2=O)cc1 (stereo unspecified),0.0,0,2,-1.6,-9,0,7,8,i,2
O=C(Cn1cncn1)N/N=C/c1cccc(Cl)c1,0.1,-1,0,-0.6,-5,-1,7,1,i,-10
Oc1ccc(-c2csc(Nc3cccnc3)n2)cc1,-0.4,0,-6,1.5,0,-5,9,-2,i,-5
Cc1cc(C)n2nc(C(=O)OCC(=O)NNC(=O)c3ccccc3)nc2n1,-0.1,3,2,-1.1,-2,-4,16,3,i,1
CCN(CC(=O)NC1CCS(=O)(=O)C1)S(=O)(=O)c1ccc(Cl)c(C(F)(F)F)c1 (stereo unspecified),0.1,-4,-1,-0.3,-3,-2,18,-2,i,-2
COC(=O)c1ccc2[nH]c3c(c2c1)CC(C)CC3 (stereo unspecified),2.7,-7,1,1.3,-6,5,24,1,+,-3
CCN(CC)S(=O)(=O)c1ccc(N2CCOCC2)c(NC(=O)COc2ccccc2)c1,-0.3,5,-2,1.6,-6,2,9,-6,i,-3
CC(C)NC(=O)CC(=O)N/N=C\c1ccccc1C(=O)O,0.6,-2,1,-0.5,-5,-1,-3,4,i,-2
CCOc1cc(C(c2c(C)[nH][nH]c2=O)c2c(C)[nH][nH]c2=O)cc([N+](=O)[O-])c1O,-1.1,-33,-8,-7.6,-7,3,24,1,i,0
O=[N+]([O-])c1cc(C(F)(F)F)ccc1NCCCCNS(=O)(=O)c1ccc2ccccc2c1,-0.4,-7,-1,6.0,-17,2,-13,-12,i,-9
Cn1c(N)c(-c2nc3cccnc3n2C)sc1=S,-0.6,3,-4,-0.5,-8,3,13,-7,nt,6
Cc1ccc(S(=O)(=O)N2CCC(C(=O)Nc3ccccc3N3CCCC3)CC2)cc1,-0.4,1,-3,3.5,-6,0,-6,0,i,4
CCN(C(=O)c1cc2c(=O)[nH]c3ccc(C)cc3c2s1)c1ccc(OC)cc1,-0.3,2,5,1.9,-12,0,-2,4,i,-10
Cc1cccc(C)c1NC(=O)CN,-0.1,3,1,-1.0,-10,-2,-6,-6,i,0
O=C(COc1ccccc1)NCC(c1ccco1)N1CCCCC1 (stereo unspecified),-0.5,-17,0,-5.1,1,-2,-6,2,i,0
COC(=O)c1ccc(CN2C(=O)NC(Cc3c[nH]c4ccccc34)C2=O)cc1 (stereo unspecified),-0.3,6,-2,0.4,-4,-2,12,2,i,-2
CCOc1ccccc1N1CCN(C(=O)C(F)(F)F)CC1,0.2,0,-1,-1.4,-2,-5,-19,-4,i,-4
CC1(C(=O)NC2CCc3ccccc32)CCN1CCc1ccccc1 (stereo unspecified),-0.1,7,-2,0.0,nt,0,4,10,i,-3
CCN(Cc1ccc(Br)s1)C(=O)CSc1nnc(C2CC2)n1C1CC1,-0.1,0,1,-2.1,nt,0,16,-1,i,0
CC1CCC(N2CC(=O)N(Cc3ccc4c(c3)OCO4)C(c3ccc(F)cc3)C2=O)CC1 (stereo unspecified),-0.1,-1,-4,0.2,-15,3,7,1,i,1

# In the list so far, these contain a CF3 group:
SMILES,Tb MetRS inh,SUMO1 PPI mod,DNMT1 block,LMPTP inh,Scp-1 inhibitor,STEP inh,SKN-1 inh,NRP1-CendR mod,Neddylation inh,NadD block
CCN(CC(=O)NC1CCS(=O)(=O)C1)S(=O)(=O)c1ccc(Cl)c(C(F)(F)F)c1 (stereo unspecified),0.1,-4,-1,-0.3,-3,-2,18,-2,i,-2
O=[N+]([O-])c1cc(C(F)(F)F)ccc1NCCCCNS(=O)(=O)c1ccc2ccccc2c1,-0.4,-7,-1,6.0,-17,2,-13,-12,i,-9
CCOc1ccccc1N1CCN(C(=O)C(F)(F)F)CC1,0.2,0,-1,-1.4,-2,-5,-19,-4,i,-4
